Screens as filed in PubChem BioAssay.
MEP2-GFP yeast: modulators of TOR pathway MEP2-GFP in S. cerevisiae | S. cerevisiae MEP2-GFP strain, flow cytometry GFP, 3 h; 100% = DMSO control level | GFP response vs DMSO, % at 10 µM | 330,000 compounds, 0.51% hits | AID 2016;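 active means GFP response versus DMSO above a set limit, roughly screen mean plus 3 SD, cut at about 180% in these data; inconclusive means fewer than 70 cells counted for a yeast strain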;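 further: median GFP fluorescence of the barcode-gated MEP2-GFP cells per well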
RPL19A TOR yeast: yeast TOR pathway RPL19A-GFP modulation; S. cerevisiae RPL19A-GFP strain, flow cytometry, 3 h; stronger effect = lower value; percent response vs DMSO, % at 10 µM; 330,000 compounds, 0.3% hits; AID 2025;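 active means percent response vs DMSO below 50%; inconclusive means fewer than 70 events counted for the yeast strain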;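 further: median channel GFP fluorescence of the barcoded RPL19A-GFP strain; ratio of sample median GFP to plate DMSO average so 100% = DMSO; lower means less RPL19A-GFP as with rapamycin TOR inhibition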
AHR act: activators of human aryl hydrocarbon receptor | activation, % at 5 µM | AHR-responsive luciferase reporter cells, luminescence | 320,000 compounds, 2.5% hits | AID 2796; in the data active means activation above about 47%;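 further: 0% = vehicle wells and 100% = reference agonist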
Target sequence (P35869 whole entry, looked up): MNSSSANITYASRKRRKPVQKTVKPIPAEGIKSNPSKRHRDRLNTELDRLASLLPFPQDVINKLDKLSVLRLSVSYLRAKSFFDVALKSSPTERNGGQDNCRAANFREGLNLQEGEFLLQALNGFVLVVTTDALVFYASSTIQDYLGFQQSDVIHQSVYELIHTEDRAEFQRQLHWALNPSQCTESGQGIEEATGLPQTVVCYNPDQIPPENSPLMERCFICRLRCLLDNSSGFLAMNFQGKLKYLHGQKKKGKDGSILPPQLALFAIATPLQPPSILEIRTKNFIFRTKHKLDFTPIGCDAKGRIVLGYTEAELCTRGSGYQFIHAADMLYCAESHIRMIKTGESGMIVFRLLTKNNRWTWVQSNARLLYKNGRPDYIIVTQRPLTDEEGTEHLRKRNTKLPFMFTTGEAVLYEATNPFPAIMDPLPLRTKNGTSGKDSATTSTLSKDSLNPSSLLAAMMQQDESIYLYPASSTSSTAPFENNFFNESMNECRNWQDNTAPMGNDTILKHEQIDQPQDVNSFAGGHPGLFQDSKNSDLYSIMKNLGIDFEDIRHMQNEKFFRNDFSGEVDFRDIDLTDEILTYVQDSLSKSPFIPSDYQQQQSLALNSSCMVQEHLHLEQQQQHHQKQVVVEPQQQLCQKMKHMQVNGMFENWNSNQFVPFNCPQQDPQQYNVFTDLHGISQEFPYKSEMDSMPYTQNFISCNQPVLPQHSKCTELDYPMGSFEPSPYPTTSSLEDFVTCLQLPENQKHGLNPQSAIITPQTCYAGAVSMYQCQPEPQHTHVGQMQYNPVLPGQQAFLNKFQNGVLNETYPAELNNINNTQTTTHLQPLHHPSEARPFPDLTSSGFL
AGP1-GFP MLPCN: alters AGP1-GFP fluorescence in TOR pathway yeast screen. S. cerevisiae AGP1-GFP multiplex flow cytometry, 3 h; GFP as percent of DMSO wells. GFP response vs DMSO, % at 10 µM. 320,000 compounds, 0.02% hits. AID 2066;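 active means GFP response relative to DMSO above a set limit, near screen average plus 3 SD, cut at about 150% in these data; inconclusive means fewer than 70 cells counted for the yeast strain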;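 further: median GFP channel fluorescence of the gated AGP1 strain per well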
CR mimetic SO: lowers age-related superoxide in aged yeast cells | S. cerevisiae aged cells, superoxide DHE fluorescence; stronger effect = lower value | superoxide response (% of plate mean), % at 10 µM | 330,000 compounds, 0.18% hits | AID 2690;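 active means superoxide response under a set limit, about three screen SD below normal, cut at about 65% in these data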;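 further: yeast aged for seven days with compound at 30 °C before DHE staining; 100% = average MFI of all compound-treated wells on the plate with controls excluded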
CIT2 TOR yeast: modulators of TOR pathway CIT2-GFP in S. cerevisiae; S. cerevisiae CIT2-GFP strain, flow cytometry, 3 h; 100 means same as DMSO wells; GFP response vs DMSO, % at 10 µM; 320,000 compounds, 0.065% hits;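 active means GFP response relative to DMSO above a set limit, near the screen mean plus 3 SD, cut at about 150% in these data; inconclusive means Fewer than 70 cells measured for a yeast strain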;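 further: ratio of well median GFP fluorescence to mean of DMSO wells on the plate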
LAP4 TOR yeast: yeast TOR pathway LAP4-GFP modulation. AID 2023. S. cerevisiae LAP4-GFP multiplex, flow cytometry GFP, 3 h; median GFP as percent of DMSO wells. 320,000 compounds, 0.34% hits. GFP response vs DMSO, % at 10 µM;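 active means GFP response vs DMSO above a set limit, about the screen mean plus 3 SD, cut at about 150% in these data; inconclusive means under 70 cell events counted for the yeast strain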
Efflux pump mplx: inhibitors of Candida antifungal efflux pumps expressed in yeast; S. cerevisiae Candida pump triplex, Nile Red efflux; inhibition, % at 10 µM; 330,000 compounds, 0.44% hits; AID 485275;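 active means plate passing quality check with inhibition over a set limit, or well fluorescence over plate mean plus 4 SD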;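 further: Nile Red retained in pooled yeast measured as flow cytometry median fluorescence; 0% = buffer negative control and 100% = Enniatin B positive control; higher means more Nile Red kept so more efflux inhibition; some compounds called inactive have numbers as strong as hits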
Numbers without * were called inactive; u = inconclusive; x = not tested or not shown; [ ] = another dose, or the depositor's remark.

smiles,MEP2-GFP yeast,RPL19A TOR yeast,AHR act,AGP1-GFP MLPCN,CR mimetic SO,CIT2 TOR yeast,LAP4 TOR yeast,Efflux pump mplx
Cc1cccnc1NC(=O)c1cccc(S(=O)(=O)NCc2ccccc2)c1,93,93,3,107,94,96,112,-0.1
c1ccc2c(c1)Cn1c-2nc2ccccc21,98,102,-5,102,92,99,91,0.0
CCC(C(=O)Nc1ccc(S(=O)(=O)N2CCN(C)CC2)cc1)c1ccccc1 (stereo not drawn),91,101,4,108,101,106,103,1.1
CCOCCCNC(=O)c1ccc(Br)cc1,98,95,11,94,97,88,95,0.1
COc1ccc(NC(=O)CSc2nccn2Cc2ccccc2)c(OC)c1,102,109,20,108,97,106,101,-0.3
O=S(=O)(c1ccc(NCC2CCCCC2)nc1)N1CCOCC1,97,97,1,103,92,x,89,-0.1
CCC(=O)c1ccc2ncccc2c1,107,112,-1,111,115,113,111,0.1
CN(CC(=O)Nc1cccc(F)c1)CC(=O)Nc1ccc(Cl)cc1[N+](=O)[O-],100,100,15,93,87,95,93,-0.2
O=C(CN1CCN(S(=O)(=O)c2ccc(Br)cc2)CC1)N/N=C/c1cccnc1,106,104,2,104,98,97,103,0.2
CCCCOc1ccc(CON(C(C)=O)C(C)=O)cc1Cl,99,95,-1,92,94,88,98,0.1
O=S(=O)(c1ccc(-n2cnnn2)cc1)N1CCC(N2CCCCC2)CC1,90[may fluoresce red and violet],u,0,u,116,u,u,0.0
CCC(C)(C)c1nnc(NC(=O)C2CCN(C(=O)c3ccco3)CC2)s1,106,101,4,107,98,116,101,0.1

(cont.)
smiles,MEP2-GFP yeast,RPL19A TOR yeast,AHR act,AGP1-GFP MLPCN,CR mimetic SO,CIT2 TOR yeast,LAP4 TOR yeast,Efflux pump mplx
CCOC(=O)[C@@H]1[C@H]2COc3ccccc3[C@@H]2N2C(=O)N(c3cccc(C)c3)C(=O)[C@@]12C,100,101,0,104,116,96,103,-0.3
Cc1cc(C)cc(-n2c(SCC(=O)NCc3ccc4c(c3)OCO4)nc3ccccc3c2=O)c1,99,107,3,107,96,109,99,0.1
Cc1cc(C)c(NC(=O)C(=O)NCc2ccco2)c(C)c1,91,92,0,97,97,86,103,0.0
O=c1c(-c2nnc(SCc3ccc(Cl)cc3)o2)cccn1Cc1ccccc1,97,97,-2,97,102,93,110,0.1
Cc1c(C(=O)N2CCCCC2)c(S(=O)(=O)NCCc2ccccc2)c(C)n1C,101,95,0,99,81,94,90,0.0
Cc1ccc(C(=O)NC(=S)Nc2ccc(S(=O)(=O)N3CCN(C)CC3)cc2)cc1,99,91,4,90,94,86,97,0.1
O=C(Nc1ccc2c(c1)OC1(CCCC1)O2)C1CC1,103,96,11,99,93,102,112,-0.2
CCOC(=O)N1CCC(NC(=O)c2ccc(CS(=O)c3cccc(Cl)c3)o2)CC1 (stereo not drawn),111,102,0,106,102,110,103,-0.1
CC(=O)c1ccc(NC(=O)COC(=O)c2c3c(nc4ccccc24)/C(=C\c2cccs2)CCC3)cc1,97,100,21,91,109,96,89,0.0
O=C(c1c(F)cccc1F)N(Cc1cccs1)C1CCCC1,97,97,3,99,116,94,91,-0.1
CCOC(=O)N1CCC(NC(=O)CCc2cn(C)c3ccccc23)CC1,95,98,-3,99,109,101,95,0.0
O=c1cc(CO)oc(CN2CCN(c3ccccc3F)CC2)c1O,103,100,3,107,95,102,110,0.0

Following part.
smiles,MEP2-GFP yeast,RPL19A TOR yeast,AHR act,AGP1-GFP MLPCN,CR mimetic SO,CIT2 TOR yeast,LAP4 TOR yeast,Efflux pump mplx
CC(=O)NC(c1cc(F)c2cccnc2c1O)C1CC1 (stereo not drawn),96,99,1,100,124,101,102,-0.1
COc1ccc(C(=O)Nc2cccc(S(C)(=O)=O)c2)cc1OC,99,102,23,101,91,104,95,0.0
CC(=O)c1cccc(NC(=O)Nc2cccs2)c1,107,97,16,98,85,103,102,-0.1
COC(=O)c1cccc(S(=O)(=O)N2CCC(NC(=O)NC34CC5CC(CC(C5)C3)C4)CC2)c1,101,97,1,99,98,95,101,0.0
COC(=O)c1ccc(C2C(C(=O)Nc3ccc(C)cc3C)=C(C)Nc3ncnn32)cc1 (stereo not drawn),95,101,4,100,101,92,103,0.1
COc1ccc(Nc2ccnc3ccccc23)cc1,118,98,7,102,101,100,98,-0.2
COc1ccccc1S(=O)(=O)Cc1ccc(C(=O)NCc2ccc(C)cc2)o1,103,98,4,98,97,101,101,0.0
CCCC(=O)NC1C2CC3CC(C2)CC1C3 (stereo not drawn),95,96,-1,95,96,95,100,-0.1
N#CCC(CNc1ncc(C(F)(F)F)cc1Cl)OC(=O)c1c(F)cccc1F (stereo not drawn),103,100,0,101,105,98,95,0.0
CC(OC(=O)Cn1cc(C(F)(F)F)ccc1=O)C(=O)NC(C)c1ccc(Cl)cc1Cl (stereo not drawn),108,106,0,110,93,106,105,-0.1
COc1ccc(-c2nc3cnccn3c2NCc2ccccc2)cc1SC1CCCCC1,279*[may fluoresce violet],42*[may fluoresce violet],50*,u,114,u,66[may fluoresce violet],0.3
COC(=O)c1ccc(CN2C(=O)NC(CC(C)C)C2=O)cc1 (stereo not drawn),98,95,-1,102,93,94,97,-0.2

The results go on:
smiles,MEP2-GFP yeast,RPL19A TOR yeast,AHR act,AGP1-GFP MLPCN,CR mimetic SO,CIT2 TOR yeast,LAP4 TOR yeast,Efflux pump mplx
COc1ccc(N(C)S(=O)(=O)c2c(C)noc2C)c(OC)c1,96,93,0,100,100,99,99,-0.2
C/C(=N\NC(=O)CN(c1ccccc1Br)S(C)(=O)=O)c1ccc2c(c1)OCCO2,107,109,15,107,100,110,90,0.2
CC(C)c1cc(NC(=O)CSc2nnc(-c3ccccc3F)n2C)on1,105,99,-2,101,94,96,98,0.0
CCN1CCN(c2cc(C)c3cc(NC(=S)NCCCOC)ccc3n2)CC1,102,100,1,105,103,98,101,0.1
CCN(CC)CCCNC(=O)CNC(=S)N(CCCN1CCOCC1)Cc1cccs1,88,93,4,97,97,101,96,0.2
O=C(C[C@H]1C/C=C\C[C@@H](NC(=O)OCC2c3ccccc3-c3ccccc32)C(=O)O[C@@H](c2ccccc2)CNC1=O)N[C@H](CO)Cc1ccccc1,92,101,-1,102,108,102,94,-0.1
COc1cccc(NC(=O)CN(C)C(=O)c2cc(C)on2)c1,98,98,0,100,94,102,102,0.0
CC(C)(C)[C@]1(O)CCN2C[C@H]3c4ccccc4CCc4cccc(c43)[C@@H]2C1,99,101,0,90,103,85,109,0.0
O=C(O)C1Cc2ccccc2CN1C(=O)COc1ccc(Br)cc1 (stereo not drawn),101,104,-1,110,103,103,102,0.2
Cc1ccccc1-c1ocnc1C(=O)Nc1ccccc1NC(=O)c1ccccn1,104,103,-6,98,86,94,86,0.0
CCN(CC(=O)NC1CCCC1)S(=O)(=O)c1ccc(C)cc1,102,101,0,103,82,104,103,-0.1
COc1ccc([N+](=O)[O-])cc1NC(=O)C(C)OC(=O)c1ccccn1 (stereo not drawn),96,92,3,93,94,93,94,-0.1

Continued.
smiles,MEP2-GFP yeast,RPL19A TOR yeast,AHR act,AGP1-GFP MLPCN,CR mimetic SO,CIT2 TOR yeast,LAP4 TOR yeast,Efflux pump mplx
Cc1cc(-c2n[nH]c(=S)n2/N=C/C(Br)=C/c2ccccc2)n[nH]1,95,95,7,93,90,95,94,-0.4
O=C(Nc1ccc2oc(-c3ccccc3F)nc2c1)c1ccc([N+](=O)[O-])o1,108,103,x,95,99,105,99,0.0
CCn1c(=O)c2ccccc2n(CC(=O)NC2CCCCC2)c1=O,106,100,4,89,123,104,94,0.1
O=C(CCN1C(=O)C2C3CCC(C3)C2C1=O)OCC(=O)c1ccccc1 (stereo not drawn),106,106,x,93,104,97,86,0.1
CSc1cccc(NC(=O)Cc2ccccc2[N+](=O)[O-])c1,96,92,7,95,100,94,101,0.0
Fc1ccc2c(c1)C1OCCCC1C(c1ccccc1)N2 (stereo not drawn),102,94,1,101,83,82,129,-0.1
CN1CCN(C(=O)c2cc3ccccc3cc2O)CC1,97,96,2,95,109,90,95,0.1
O=S1(=O)CCN(Cc2ccccc2Cl)CC1,97,99,5,107,100,116,103,-0.1
N#CC1=C(N)SC(N)=C(C#N)C1c1cccc(Oc2ccccc2)c1,105,98,1,102,94,95,112,0.0
O=C1CC(c2ccccc2)n2nc(N3C(=O)CCC3=O)nc2N1 (stereo not drawn),99,98,0,101,105,101,98,-0.1
COCCn1c(=S)[nH]c2cc(C(=O)NCCc3ccc(OC)c(OC)c3)ccc2c1=O,102,100,-2,106,96,106,110,-0.1
Cc1cc(C)n(C(=O)CCNC(=O)c2ccccc2Br)n1,124,96,2,60,95,103,105,-0.1

Remaining list, next part:
smiles,MEP2-GFP yeast,RPL19A TOR yeast,AHR act,AGP1-GFP MLPCN,CR mimetic SO,CIT2 TOR yeast,LAP4 TOR yeast,Efflux pump mplx
CCc1ccc(S(=O)(=O)NCc2csc(-c3cccnc3)n2)s1,99,100,12,95,91,92,113,-0.1
CCCn1c(=O)c2sccc2n2c(CCCC(=O)NCc3ccco3)nnc12,101,97,0,98,93,104,92,0.0
C/C=C/c1ccc(OCCn2cncn2)c(OC)c1,96,101,28,99,90,x,86,0.0
O=C(NNc1c(Cl)cncc1Cl)c1sccc1Cl,94,104,3,x,107,x,x,-0.1
NC(=O)C1CCN(c2ncnc3c(-c4ccccc4)nsc23)CC1,99,96,2,97,99,92,108,0.0
O=C(CN1CCN(S(=O)(=O)N2CCCCCC2)CC1)Nc1ccc(F)cc1,96,99,0,97,107,96,90,-0.1
c1ccc(-c2cnc(-c3ccccn3)nn2)cc1,118,93,10,108,103,105,111,-0.1

Taken from above:
For Efflux pump mplx, `C/C=C/c1ccc(OCCn2cncn2)c(OC)c1` shows 0.0
For CIT2 TOR yeast, `O=C(CN1CCN(S(=O)(=O)N2CCCCCC2)CC1)Nc1ccc(F)cc1` shows 96
